Screens deposited in PubChem BioAssay by National Center for Advancing Translational Sciences (NCATS).
SW480 rerep – A quantitative high throughput screen for small molecules that induce DNA re-replication in SW480 colon adenocarcinoma cells. hit rate 1.8% among 340,000. Potency, µM (doses to about 46.1 µM), for the others: at the highest dose re-replication activation, usual class: activators. AID 624297, 2012. SW480 DNA re-replication, Hoechst DNA content imaging, 48 h; note: potency is the fitted concentration of half-maximal effect; % of control where 0% means no effect; nearly all actives have a fitted effect of over 55% in size
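Per well, 250 cells were exposed to pinned compound for 48 hr. Nuclear DNA was visualised with Hoechst (40 min, 37 C) and total object intensity recorded by fluorescence scanning.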
S2 tox – Viability Counterscreen for Primary qHTS for Inhibitors of ATXN expression; S2 cells (HEK-293 line with an ATXN2-luciferase reporter) viability, CellTiter-Fluor protease fluorescence, 24 h; AID 651635, 2014; Potency, µM (highest dose often 56.7 µM), most hits filed as cytotoxic; hit rate 0.49% among 400,000; note: potency is the fitted concentration of half-maximal effect; nearly all actives have a fitted effect of over 40% in size
KB-3-1 tox – qHTS assay for MDR1-selective chemotherapeutics: Primary screen using the parental adenocarcinoma cell KB-3-1; KB-3-1 viability, CellTiter-Glo ATP luminescence, 72 h; Potency, µM (titrated, usually from 46.1 µM), for inactives: at the highest dose activity change, negative = cytotoxic, most hits filed as cytotoxic; hit rate 1.4% among 400,000; AID 1347075, 2019; note: potency is the fitted concentration of half-maximal effect; % is set by controls: 0 for no effect and ±100 for the full control effect; nearly all actives have a fitted effect of over 60% in size
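KB-3-1 parental drug-naive adenocarcinoma cells in DMEM/10% FBS, incubated 72 h at 37 C with pin-transferred compounds across a concentration series. Viability by CellTiter-Glo luminescence; concentration-response curves fitted after normalization.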
IL1B secr inh – qHTS for Inhibitors of Inflammasome Signaling: IL-1-beta AlphaLISA Primary Screen; activity change, % at 57.5 µM; THP-1 LPS/ATP IL-1B secretion, AlphaLISA, 16 h; hits give low values; AID 743279, 2014; hit rate 4.7% among 360,000; in the data active = activity change below about -50%; inconclusive = mostly about -30% to -49%; note: % is set by controls: 0 for no effect and ±100 for the full control effect
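THP-1 cells pretreated 1 hr with compounds (up to 57.5 uM final), then stimulated with LPS (250 ng/mL final) plus ATP (1.25 mM final); secreted IL-1B measured by AlphaLISA after 16 hr, decreased signal indicating inhibition.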
ATXN2 expr inh – Primary qHTS for Inhibitors of ATXN expression; AID 1745845, 2022; hit rate 0.72% among 360,000; HEK-293 ATXN2-luciferase reporter, luminescence, 24 h; Potency, µM (top dose mostly 57 µM), inactives show at the highest dose activity change, negative = inhibition, actives largely listed as inhibitors; note: potency is the fitted concentration of half-maximal effect; % is set by controls: 0 for no effect and ±100 for the full control effect; nearly all actives have a fitted effect of over 55% in size
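qHTS (up to 57 uM final) was run with 24 h compound exposure of reporter cells at 37 °C. Each well was multiplexed: SteadyGlo luminescence measured ATXN2-luciferase expression after a fluorogenic Gly-Phe-AFC viability readout (25 uM final).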
HT1080NT lethal – qHTS for induction of synthetic lethality in tumor cells producing 2HG: qHTS for the HT-1080-NT fibrosarcoma cell line | HT-1080-NT fibrosarcoma viability, CellTiter-Glo ATP luminescence, 48 h | Potency, µM (top dose mostly 46.1 µM), without a hit: at the highest dose activity, negative = less viability, actives largely listed as cytotoxic | hit rate 1.6% among 360,000 | AID 686970, 2013;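 note: NT is the 2HG producing partner of a matched IDH1 knockdown line; potency is the fitted concentration of half-maximal effect; 0% = DMSO-treated cells and -100% = media-only wells without cells; nearly all actives have a fitted effect of over 55% in size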
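Toxicity toward the 2HG-producing NT line was scored as %Activity, normalised to DMSO and no-cell wells, from CellTiter-Glo luminescence after 48 hours' treatment.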
KB-V1 cytotox – qHTS assay for MDR1-selective chemotherapeutics: Primary screen using the drug-selected MDR subline cells KB-V1 | KB-V1 MDR cells viability, CellTiter-Glo, 72 h | Potency, µM (titrated, usually from 46.1 µM), for the others: top-dose activity change, negative = cytotoxicity, most hits filed as cytotoxic | hit rate 3.4% among 400,000 | AID 1347076, 2019; note: potency is the fitted concentration of half-maximal effect; % is set by controls: 0 for no effect and ±100 for the full control effect; nearly all actives have a fitted effect of over 60% in size
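Cells of the MDR subline KB-V1 are plated, dosed with compound at multiple concentrations, and incubated 72 h at 37 degrees C; CellTiter-Glo is then added and luminescence read after 10 min.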
HT1080 IDH1KD tx – qHTS for induction of synthetic lethality in tumor cells producing 2HG: qHTS for the HT-1080-IDH1KD cell line. HT-1080 IDH1 knockdown viability, ATP luminescence, 48 h. Potency, µM (doses to about 46.1 µM), inactives show at the highest dose activity, negative = toxicity, most hits filed as cytotoxic. hit rate 2% among 360,000;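 note: potency is the fitted concentration of half-maximal effect; 0% = DMSO wells and -100% = cell-free medium wells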
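Viability of IDH1-knockdown HT-1080 fibrosarcoma cells was assessed by CellTiter-Glo after 48 h at 37 °C with titrated compound; concentration-effect curves were classified by fit quality and response size.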
MCF10A rerep – A quantitative high throughput screen for small molecules that induce DNA re-replication in MCF 10a normal breast cells. hit rate 2.9% among 350,000. Potency, µM (top dose mostly 46.1 µM), inactives show top-dose activity, positive = re-replication, most hits filed as activators. MCF 10A DNA re-replication, Hoechst nuclear intensity, 48 h; note: potency is the fitted concentration of half-maximal effect; % of control where 0% means no effect; nearly all actives have a fitted effect of over 50% in size
* = called active by the depositor; i = inactive; ? = inconclusive; nt = not tested or not shown; ! = not confirmed by another sample; [ ] = dose if it differs, or a comment. Unless noted, calls come from the whole dose curve; as a rule, active = well fitted curve in the direction sought with a large enough effect; inconclusive = small, poorly fitted or top-dose-only effect, or another doubt; inactive = no such curve, though single readings can be large; an effect the other way counts as inactive or inconclusive. Some of the compounds tested (hit frequency here may not be typical).

item | canonical_smiles | SW480 rerep | S2 tox | KB-3-1 tox | IL1B secr inh | ATXN2 expr inh
1 | O=[N+]([O-])c1cc(-n2cnnn2)c(O)c([N+](=O)[O-])c1 | -30% | i | 1% | 1 | -2%
2 | Cc1nn(Cc2c(Cl)cccc2Cl)c(Cl)c1C(=O)O | -31%[inhibitor] | i | -7% | 14 | -24%
3 | CCCCCCN1CCN(c2ccc(Cl)cc2)CC1 | 1% | i | 6% | 22 | -16%
4 | CN1CCN(c2ccc(S(=O)(=O)C(F)(F)F)cc2[N+](=O)[O-])CC1 | 1% | i | -27% | -1 | -7%
5 | Cc1ccc2c(Cl)cc(Cl)c(O)c2n1 | 10µM* | ? | 0% | -94* | 7.1µM*!
6 | O=C(c1ccccc1F)c1cn(Cc2ccccc2)c2ccccc12 | 17% | i | 2% | -6 | 13%
7 | CCN(CC)C(C)C(=O)c1ccccc1 (configuration not stated) | -2% | i | nt | nt | 7%
8 | O=C(CN1CCCC1=O)NCCc1ccccc1 | -17% | i | 2% | -12 | 3%
9 | Cc1ccc2c(c1)=C/C(=C\c1c(O)[nH]c(=O)[nH]c1=O)C(=O)N=2 | 0% | i | -17% | 18 | -6%
10 | COc1cccc(Nc2nc(C(N)Cc3ccc(F)cc3)cs2)n1 (configuration not stated) | nt | ? | ? | -64* | 25µM*
11 | COc1ccc(N2C(=O)/C(=C/c3ccc(N(C)C)o3)C(=O)NC2=S)cc1 | ? | ? | -8% | -2 | 7%
12 | O=C(CO)C(O)C(O)C(O)CO (configuration not stated) | ? | i | 0% | -3 | 2%

item | HT1080NT lethal | KB-V1 cytotox | HT1080 IDH1KD tx | MCF10A rerep
1 | -3% | -11% | -1% | -1%
2 | -1% | -5% | 5% | 3%
3 | 1% | 0% | 10% | 15%
4 | -9% | -5% | -2% | -1%
5 | -24% | -5% | 8.2µM* | 21µM*
6 | 3% | ? | ? | 2%
7 | nt | nt | nt | 0%
8 | ? | 1% | 10% | -12%
9 | -9% | ? | -5% | -1%
10 | 23µM* | ? | 15µM* | nt
11 | -1% | -15% | 8% | ?
12 | 0% | -6% | 1% | -9%

Next results:
item | canonical_smiles | SW480 rerep | S2 tox | KB-3-1 tox | IL1B secr inh | ATXN2 expr inh
13 | CC(C)OCC(O)CN1CC2C[C@@H](C1)Cn1c2cccc1=O (some centres not stated) | 2% | nt | 1% | 9 | nt
14 | CC(=O)C1CCC2C3CCC4CC(O)CCC4(C)C3CCC12C#N (configuration not stated) | nt | i | -20% | -24 | nt
15 | c1ccc(NC2=NCCS2)cc1 | -18% | i | -3% | 21 | 13%
16 | CCOc1ccc(N=Cc2c(O)n(CCc3ccc(OC)c(OC)c3)c(=O)[nH]c2=O)cc1 | -15% | i | 7% | 9 | 3%
17 | CCCCC1C(=O)NC(=S)N(C)C1=O (configuration not stated) | -4% | i | -5% | 23 | 2%
18 | C=CCN1C(=O)NC(=O)/C(=C/c2ccc(OCC(=O)Nc3ccc(C)cc3)cc2)C1=O | -14% | i | -7% | 0 | 5%
19 | CCCCCn1c(N)c(C(=O)NCc2cccs2)c2nc3ccccc3nc21 | 2.6µM* | i | ? | -15 | -17%
20 | Cc1nn(C2CCOC(C)(C)C2)c2c1C(c1ccc(OC(C)C)cc1)SCC(=O)N2 (configuration not stated) | -3% | i | -3% | -18 | -10%
21 | COc1ccc(C(=O)NCCn2cc(SC(C)c3ccccc3)c3ccccc32)cc1OC (configuration not stated) | nt | ? | -14% | nt | ?
22 | NC(Cc1ccc(Cl)cc1)c1csc(Nc2ccccn2)n1 (configuration not stated) | nt | ? | -1% | -66* | 22µM*
23 | COc1cc(OC)c(C=O)c(OC(=O)N(C)C)c1 | -3% | i | 6% | 52 | nt
24 | O=C1NC(=S)NC(=O)C1=Cc1ccc(OCC(=O)N2CCCC2)cc1 | -2% | i | -3% | 18 | -6%

item | HT1080NT lethal | KB-V1 cytotox | HT1080 IDH1KD tx | MCF10A rerep
13 | 16% | 7% | 0% | -2%
14 | -1% | -27% | 6% | nt
15 | 1% | 16% | -1% | 4%
16 | 3% | -11% | 3% | 3%
17 | 7% | 3% | 21% | 6%
18 | 6% | -2% | 9% | -13%
19 | ? | 13µM* | ? | 5.2µM*
20 | -13% | -50% | -9% | -1%
21 | nt | -24% | nt | nt
22 | 23µM* | -4% | ? | nt
23 | -18% | 2% | -10% | 1%
24 | 12% | -11% | -3% | 5%

From compound 12 up to 21, copied from above:
item | canonical_smiles | SW480 rerep | S2 tox | KB-3-1 tox | IL1B secr inh | ATXN2 expr inh
12 | O=C(CO)C(O)C(O)C(O)CO (configuration not stated) | ? | i | 0% | -3 | 2%
13 | CC(C)OCC(O)CN1CC2C[C@@H](C1)Cn1c2cccc1=O (some centres not stated) | 2% | nt | 1% | 9 | nt
14 | CC(=O)C1CCC2C3CCC4CC(O)CCC4(C)C3CCC12C#N (configuration not stated) | nt | i | -20% | -24 | nt
15 | c1ccc(NC2=NCCS2)cc1 | -18% | i | -3% | 21 | 13%
16 | CCOc1ccc(N=Cc2c(O)n(CCc3ccc(OC)c(OC)c3)c(=O)[nH]c2=O)cc1 | -15% | i | 7% | 9 | 3%
17 | CCCCC1C(=O)NC(=S)N(C)C1=O (configuration not stated) | -4% | i | -5% | 23 | 2%
18 | C=CCN1C(=O)NC(=O)/C(=C/c2ccc(OCC(=O)Nc3ccc(C)cc3)cc2)C1=O | -14% | i | -7% | 0 | 5%
19 | CCCCCn1c(N)c(C(=O)NCc2cccs2)c2nc3ccccc3nc21 | 2.6µM* | i | ? | -15 | -17%
20 | Cc1nn(C2CCOC(C)(C)C2)c2c1C(c1ccc(OC(C)C)cc1)SCC(=O)N2 (configuration not stated) | -3% | i | -3% | -18 | -10%
21 | COc1ccc(C(=O)NCCn2cc(SC(C)c3ccccc3)c3ccccc32)cc1OC (configuration not stated) | nt | ? | -14% | nt | ?

item | HT1080NT lethal | KB-V1 cytotox | HT1080 IDH1KD tx | MCF10A rerep
12 | 0% | -6% | 1% | -9%
13 | 16% | 7% | 0% | -2%
14 | -1% | -27% | 6% | nt
15 | 1% | 16% | -1% | 4%
16 | 3% | -11% | 3% | 3%
17 | 7% | 3% | 21% | 6%
18 | 6% | -2% | 9% | -13%
19 | ? | 13µM* | ? | 5.2µM*
20 | -13% | -50% | -9% | -1%
21 | nt | -24% | nt | nt

The list continues.
item | canonical_smiles | SW480 rerep | S2 tox | KB-3-1 tox | IL1B secr inh | ATXN2 expr inh
25 | NNC(N)=O | -37%[inhibitor] | i | 0% | 19 | -3%
26 | Brc1cc(Br)c(Oc2cc(Br)c(Br)cc2Br)cc1Br | ? | i | 0% | 25 | 3%
27 | COC(=O)c1ccc(NC(=O)NC(=O)Oc2ccccc2)cc1 | -13% | i | 3% | -4 | 5%
28 | Cc1ccc(Cn2c(SCc3ccc(C(=O)NC4CCCC4)cc3)nc3ccncc32)cc1 | nt | ? | 23µM* | nt | ?

item | HT1080NT lethal | KB-V1 cytotox | HT1080 IDH1KD tx | MCF10A rerep
25 | ? | 0% | 10% | -9%
26 | 14% | 0% | 8% | 15µM*
27 | 4% | -1% | -1% | 4%
28 | nt | -14% | nt | nt
